# Mtb BioA inh: BioA (M. tuberculosis) enzyme inhibition | purified M. tuberculosis BioA enzyme, plate reader | inhibition, % at 9.99 µM | 360,000 compounds, 0.096% hits; in the data active = inhibition above about 40%
# Numbers without * were called inactive. This is a subset (hit frequency here may not be typical).
SMILES,Mtb BioA inh
C[C@H]1CN([C@@H](C)CO)C(=O)CCCn2cc(nn2)CO[C@H]1CN(C)C(=O)CCCN(C)C,0.7
CCCN(C)C[C@H]1Oc2cc(/C=C/c3ccccc3)ccc2S(=O)(=O)N([C@H](C)CO)C[C@@H]1C,-0.7
C[C@@H]1CN([C@H](C)CO)C(=O)Cc2cc(NC(=O)C3CC3)ccc2O[C@H]1CN(C)CC1CC1,-0.3
O=C(CN1CCOCC1)N[C@H]1CC[C@H](CCNC(=O)C2CCC2)O[C@H]1CO,-1.3
COc1ccc(S(=O)(=O)N(C)C[C@@H]2Oc3ncc(C#Cc4ccccc4)cc3C(=O)N([C@H](C)CO)C[C@@H]2C)cc1,-4.7
C[C@@H]1CCCCO[C@@H](CN(C)Cc2ccc(Cl)c(Cl)c2)[C@H](C)CN([C@@H](C)CO)C(=O)c2cc(NC(=O)CCC(F)(F)F)ccc2O1,0.0
Cc1noc(C)c1S(=O)(=O)Nc1ccc2c(c1)CC(=O)N([C@H](C)CO)C[C@H](C)[C@@H](CN(C)C(=O)NC1CCCCC1)O2,-0.5
O=C(C[C@H]1CC[C@@H]2[C@H](COC[C@H](O)CN2CC2CCOCC2)O1)NCC1CC1,0.7
C[C@H]1CN([C@@H](C)CO)C(=O)c2cccc(NS(=O)(=O)c3ccccc3)c2O[C@H]1CN(C)S(=O)(=O)c1ccccc1,1.5
CO[C@@H]1CN(C)C(=O)c2ccc(NC(=O)Nc3cccc(Cl)c3)cc2OC[C@H](C)N(C(=O)Nc2c(C)noc2C)C[C@@H]1C,1.2
COCCNC(=O)C[C@@H]1C=C[C@@H](NC(=O)NC2CCCC2)[C@@H](CO)O1,-2.5
CCC(=O)N1C[C@@H](C)[C@@H](OC)CN(C)C(=O)c2ccc(NC(=O)Nc3cccc(F)c3)cc2OC[C@H]1C,-0.1
CO[C@@H]1CN(C)C(=O)c2cc(NC(=O)C3CC3)ccc2OC[C@@H](C)NC[C@H]1C,0.6
CCC(=O)NC[C@@H]1N[C@@H](CO)[C@H]1c1ccc(C2=CCCC2)cc1,3.0
CNC[C@H]1Oc2ccc(NC(=O)Nc3ccc(F)cc3)cc2CC(=O)N([C@@H](C)CO)C[C@@H]1C,0.7
CN(C)CCCCCCNC(=O)[C@@H]1C[C@@H]2C(=O)N3CCC[C@H]3C(=O)N2[C@@H]1c1ccc(O)cc1,-4.0
CCN1[C@H](C(=O)OC)[C@@H](CO)[C@@H]2Cn3c(ccc(-c4cccc(OC)c4)c3=O)[C@@H]21,-1.7
O=C(O)C1=C[C@@H](c2ccc3c(c2)Cc2ccccc2-3)C[C@@H](OCCCCO)O1,13.0
Cc1cccc(NC(=O)Nc2ccc3c(c2)C(=O)N(C)[C@H]2CC[C@H](CC(=O)NCc4ccccc4Cl)O[C@H]2CO3)c1,1.0
CCN1[C@@H]2c3ccc(-c4ccc(OC)cc4)c(=O)n3C[C@H]1[C@H](CO)[C@H]2C(=O)OC,0.3
Cc1noc(C)c1S(=O)(=O)Nc1ccc2c(c1)C(=O)N([C@@H](C)CO)C[C@H](C)[C@H](CN(C)CC1CC1)O2,-0.1
C[C@H](NC(=O)C[C@@H]1C=C[C@H](NC(=O)C2CC2)[C@@H](CO)O1)c1ccccc1,-1.3
COc1cccc(-c2ccc3c(c2)[C@@H]2[C@@H](CCN2C(=O)c2cnccn2)[C@@H](CO)N3)c1,0.8
C[C@@H]1CCCCO[C@H](CN(C)C(=O)Nc2cccc3ccccc23)[C@@H](C)CN([C@H](C)CO)C(=O)c2cc(NC(=O)Nc3ccc4c(c3)OCO4)ccc2O1,0.9
Cc1ccc(S(=O)(=O)N(C)C[C@@H]2Oc3ccc(NS(=O)(=O)c4ccc(F)cc4)cc3C(=O)N([C@H](C)CO)C[C@H]2C)cc1,-4.7
COCC#Cc1cnc2c(c1)C(=O)N([C@H](C)CO)C[C@@H](C)[C@H](CN(C)Cc1ccccc1)O2,-1.2
CO[C@H]1CN(C)C(=O)c2ccc(NS(=O)(=O)c3ccccc3)cc2OC[C@@H](C)N(C)C[C@@H]1C,-0.7
C[C@H](CO)N1C[C@H](C)[C@H](CN(C)C(=O)Nc2ccc(F)cc2)OCCCC[C@H](C)Oc2ccc(NS(=O)(=O)c3cn(C)cn3)cc2C1=O,2.2
CCS(=O)(=O)NCC[C@@H]1CC[C@@H](NC(=O)Cc2ccccn2)[C@H](CO)O1,-2.7
O=C(Nc1ccc(F)cc1)N1CCCCN2[C@@H](CO)[C@@H](c3ccc(-c4ccccc4F)cc3)[C@@H]2C1,-2.7
CO[C@H]1CN(C)C(=O)c2cc(NS(C)(=O)=O)ccc2OC[C@H](C)N(C(=O)C2CCCCC2)C[C@@H]1C,-0.7
C[C@H]1CN([C@@H](C)CO)C(=O)c2cccc(NC(=O)C3CCCCC3)c2O[C@@H]1CN(C)Cc1ccc(C(F)(F)F)cc1,-0.5
CCC(=O)N(C)C[C@H]1Oc2cc(-c3cccc(F)c3)ccc2S(=O)(=O)N([C@@H](C)CO)C[C@@H]1C,1.0
COc1ccc(NC(=O)N(C)C[C@@H]2Oc3ccc(NS(=O)(=O)c4c(C)noc4C)cc3CC(=O)N([C@@H](C)CO)C[C@H]2C)cc1,0.9
COCC(=O)N(C)C[C@H]1Oc2cc(-c3ccc(F)cc3)ccc2S(=O)(=O)N([C@H](C)CO)C[C@H]1C,1.4
C[C@@H]1CN([C@@H](C)CO)C(=O)c2cc(C#CCN(C)C)cnc2O[C@H]1CN(C)Cc1ccc(C(=O)O)cc1,-7.8
Cc1noc(C)c1NC(=O)Nc1ccc2c(c1)C(=O)N([C@@H](C)CO)C[C@@H](C)[C@H](CN(C)C(=O)Nc1ccc3c(c1)OCO3)OCCCC[C@@H](C)O2,-2.2
CCCNC(=O)N(C)C[C@H]1Oc2ncc(C#CC3CCCCC3)cc2C(=O)N([C@H](C)CO)C[C@H]1C,0.3
C[C@@H]1CCCCO[C@H](CN(C)Cc2ccccc2)[C@@H](C)CN([C@@H](C)CO)C(=O)c2cc(NS(=O)(=O)c3ccc(Cl)cc3)ccc2O1,0.3
CCCN1C[C@H](C)[C@H](OC)CN(C)C(=O)c2cc(NC(=O)Nc3cccc(F)c3)ccc2OC[C@@H]1C,2.2
Cc1ccccc1-c1ccc([C@H]2[C@@H](CO)N3CCCCN(C(=O)CN4CCOCC4)C[C@@H]23)cc1,1.3
COc1ccc(NC(=O)N(C)C[C@H]2Oc3ccc(N(C)C)cc3CC(=O)N([C@H](C)CO)C[C@@H]2C)cc1,-0.4
CC(C)(C)[C@@H]1C=C(C(=O)N2CCCCCCC2)O[C@H](OCc2ccc(CO)cc2)C1,0.3
COc1ccc(CNC(=O)C[C@@H]2C=C[C@@H](NC(=O)c3ccc4c(c3)OCO4)[C@H](CO)O2)cc1,-2.3
C[C@@H]1CN([C@H](C)CO)C(=O)Cc2cc(NS(C)(=O)=O)ccc2O[C@H]1CN(C)S(=O)(=O)c1ccc(Cl)cc1,-0.1
COCC#Cc1ccc([C@@H]2[C@@H](CO)N3CCCCN(Cc4cccnc4)C[C@@H]23)cc1,4.8
C[C@@H]1CN([C@H](C)CO)C(=O)c2cc(C#C[C@@H](C)O)cnc2O[C@H]1CN(C)C(=O)c1ccccc1F,1.6
Cc1ccc(-c2ccc3c(c2)O[C@H](CN(C)Cc2ccc(F)cc2)[C@H](C)CN([C@H](C)CO)S3(=O)=O)cc1,0.5
CC(C)NC(=O)N(C)C[C@H]1Oc2ccc(NC(=O)Cn3cnnn3)cc2C(=O)N([C@H](C)CO)C[C@H]1C,-2.4
O=C(NC1CCCC1)[C@@H]1[C@@H](CO)[C@@H]2Cn3c(ccc(-c4cccnc4)c3=O)[C@H]1N2CC1CC1,-1.2
CO[C@@H]1CN(C)C(=O)c2ccc(NC(=O)Nc3ccccc3F)cc2OC[C@H](C)N(CC2CC2)C[C@@H]1C,1.5
CC(=O)N1CCCCN2[C@H](CO)[C@@H](c3ccc(-c4ccncc4)cc3)[C@H]2C1,-1.6
C[C@@H]1CCCCO[C@@H](CN(C)C(=O)C2CCCCC2)[C@@H](C)CN([C@H](C)CO)C(=O)c2cc(NC(=O)Nc3ccccc3)ccc2O1,3.1
CC(=O)N(C)C[C@@H]1Oc2ncc(/C=C/c3ccccc3)cc2C(=O)N([C@@H](C)CO)C[C@H]1C,1.4
COc1ccc(NC(=O)N(C)C[C@@H]2OCCCC[C@@H](C)Oc3ccc(NS(=O)(=O)c4c(C)noc4C)cc3C(=O)N([C@H](C)CO)C[C@@H]2C)cc1,0.5
CCC(=O)Nc1ccc2c(c1)OC[C@H](C)N(C(=O)COC)C[C@H](C)[C@H](OC)CN(C)C2=O,1.4
COc1ccc(NC(=O)N[C@@H]2CC[C@@H](CC(=O)NC3CCCCC3)O[C@H]2CO)cc1,0.2
CCC(=O)N(C)C[C@H]1Oc2cc(C#CC3(O)CCCC3)ccc2S(=O)(=O)N([C@H](C)CO)C[C@@H]1C,1.2
O=C(NCC[C@@H]1CC[C@H](NC(=O)c2cnccn2)[C@@H](CO)O1)c1ccc2c(c1)OCO2,3.0
CN(C)Cc1cn(CC[C@H]2CC[C@H](NC(=O)Cc3cccnc3)[C@@H](CO)O2)nn1,0.1

# An excerpt of these results, bar-delimited.
structure | Mtb BioA inh
O=C(NC1CCCC1)[C@@H]1[C@@H](CO)[C@@H]2Cn3c(ccc(-c4cccnc4)c3=O)[C@H]1N2CC1CC1 | -1.2
CO[C@@H]1CN(C)C(=O)c2ccc(NC(=O)Nc3ccccc3F)cc2OC[C@H](C)N(CC2CC2)C[C@@H]1C | 1.5
CC(=O)N1CCCCN2[C@H](CO)[C@@H](c3ccc(-c4ccncc4)cc3)[C@H]2C1 | -1.6
C[C@@H]1CCCCO[C@@H](CN(C)C(=O)C2CCCCC2)[C@@H](C)CN([C@H](C)CO)C(=O)c2cc(NC(=O)Nc3ccccc3)ccc2O1 | 3.1
CC(=O)N(C)C[C@@H]1Oc2ncc(/C=C/c3ccccc3)cc2C(=O)N([C@@H](C)CO)C[C@H]1C | 1.4
COc1ccc(NC(=O)N(C)C[C@@H]2OCCCC[C@@H](C)Oc3ccc(NS(=O)(=O)c4c(C)noc4C)cc3C(=O)N([C@H](C)CO)C[C@@H]2C)cc1 | 0.5
CCC(=O)Nc1ccc2c(c1)OC[C@H](C)N(C(=O)COC)C[C@H](C)[C@H](OC)CN(C)C2=O | 1.4
COc1ccc(NC(=O)N[C@@H]2CC[C@@H](CC(=O)NC3CCCCC3)O[C@H]2CO)cc1 | 0.2
CCC(=O)N(C)C[C@H]1Oc2cc(C#CC3(O)CCCC3)ccc2S(=O)(=O)N([C@H](C)CO)C[C@@H]1C | 1.2
O=C(NCC[C@@H]1CC[C@H](NC(=O)c2cnccn2)[C@@H](CO)O1)c1ccc2c(c1)OCO2 | 3.0
CN(C)Cc1cn(CC[C@H]2CC[C@H](NC(=O)Cc3cccnc3)[C@@H](CO)O2)nn1 | 0.1

# (cont.)
SMILES,Mtb BioA inh
C[C@H](CO)N1C[C@H](C)[C@H](CN(C)C(=O)Nc2ccc(F)cc2)Oc2ncc(C#Cc3ccc(C(F)(F)F)cc3)cc2C1=O,0.8
COc1ccc(CN(C)C[C@H]2OCCCC[C@@H](C)Oc3ccc(NC(=O)c4ccncc4)cc3C(=O)N([C@@H](C)CO)C[C@H]2C)cc1,-2.9
C[C@@H]1CN([C@@H](C)CO)C(=O)Cc2cc(NC(=O)CCN3CCOCC3)ccc2O[C@@H]1CN(C)Cc1ccc(Cl)c(Cl)c1,2.3
C[C@@H]1CN([C@H](C)CO)C(=O)Cc2cc(NC(=O)c3ccncc3)ccc2O[C@@H]1CN(C)Cc1ccc(C(=O)O)cc1,2.8
CO[C@H]1CN(C)C(=O)c2ccc(NC(=O)C3CCCC3)cc2OC[C@H](C)N(C)C[C@H]1C,0.7
O=C(C[C@@H]1CC[C@H]2[C@@H](COC[C@@H](O)CN2C(=O)Nc2cc(Cl)cc(Cl)c2)O1)N1CCCCC1,1.4
COc1ccc(S(=O)(=O)Nc2ccc3c(c2)C(=O)N([C@@H](C)CO)C[C@H](C)[C@H](CN(C)C)OCCCC[C@@H](C)O3)cc1,0.7
Cc1ccccc1-c1ccc([C@H]2[C@H]3CN(S(=O)(=O)Cc4ccccc4)CCCCN3[C@H]2CO)cc1,5.3
O=C(C[C@H]1C=C[C@@H](NC(=O)c2cccc(F)c2)[C@@H](CO)O1)NCc1ccc(Oc2ccccc2)cc1,4.0
C/C=C/c1ccc2c(c1)O[C@@H](CN(C)C(=O)NC(C)C)[C@H](C)CN([C@@H](C)CO)S2(=O)=O,0.0
C[C@H](CO)N1C[C@H](C)[C@@H](CN(C)Cc2ccc(Cl)c(Cl)c2)Oc2c(NC(=O)c3cnccn3)cccc2C1=O,1.9
CC(C)NC(=O)N(C)C[C@@H]1Oc2ccc(NS(C)(=O)=O)cc2CC(=O)N([C@H](C)CO)C[C@H]1C,0.1
COc1ccc(NC(=O)N(C)C[C@H]2OCCCC[C@@H](C)Oc3ccc(NS(C)(=O)=O)cc3C(=O)N([C@@H](C)CO)C[C@H]2C)cc1,2.2
OC[C@@H]1[C@@H](c2ccc(C#CC3(O)CCCC3)cc2)[C@H]2CN(Cc3ccccc3F)CCCCN12,-6.1
CO[C@@H]1CN(C)C(=O)c2cc(NC(=O)C3CC3)ccc2OC[C@H](C)N(C(=O)C2CCCCC2)C[C@@H]1C,0.9
O=S(=O)(N[C@H]1CC[C@H](CCn2cc(C3(O)CCCC3)nn2)O[C@H]1CO)c1ccccc1,-4.0
CCCNC(=O)Nc1ccc2c(c1)OC[C@H](C)N(C(=O)C1CCC1)C[C@H](C)[C@@H](OC)CN(C)C2=O,-0.2
COc1cccc(C#Cc2ccc([C@H]3[C@@H](C#N)N(C(=O)c4ccccn4)[C@@H]3CO)cc2)c1,-5.4
COc1ccc(NC(=O)Nc2cccc3c2O[C@@H](CN(C)C(=O)Nc2cccc4ccccc24)[C@@H](C)CN([C@H](C)CO)C3=O)cc1,-1.7
C[C@H](O)C#Cc1ccc2c(c1)O[C@@H](CN(C)C(=O)C1CCC1)[C@@H](C)CN([C@@H](C)CO)S2(=O)=O,4.3
N#C[C@H]1[C@@H](c2ccc(-c3ccccc3F)cc2)[C@@H](CO)N1C(=O)C1CCOCC1,1.9
C[C@H](CO)N1C[C@H](C)[C@@H](CN(C)C)OCCCC[C@H](C)Oc2ccc(NC(=O)NC3CCCCC3)cc2C1=O,-3.3
Cc1ccc(-c2ccc([C@H]3[C@H](CO)N4CCCCN(C(=O)c5ccc(F)cc5)C[C@@H]34)cc2)cc1,0.8
